Assay outcomes deposited in PubChem BioAssay by several laboratories.
sdo1 growth: sdo1-depleted yeast growth rescue; S. cerevisiae sdo1-depleted JHY4D growth rescue, OD600 30 h; active compounds read high; pdr5 snq2 efflux-pump mutant strain; z-score at 10 µM; hit rate 0.21% among 140,000; AID 817;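 active = z-score above 3 at both the 24 hr and the 30 hr optical density reads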;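 also: z-score against mean and SD of all compound wells on the same plate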
Insulin prom inh: TRM-6 insulin promoter activity inhibition; hit rate 0.9% among 130,000; inhibition, % at 2 µM; TRM-6 cells (human fetal islet line), insulin promoter-eGFP reporter, imaging; reporter expression induced with tamoxifen;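 active = inhibition above the mean plus 3 SD, with well images judged a real hit on visual review, cut at about 60% in these data, passing the limit was not always enough; inconclusive = inhibition over the cutoff but images rejected on review; inactive = inhibition not above the cutoff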
sdo1 growth Rescue 24 h: also measured in sdo1 growth; calls as there; z-score; S. cerevisiae sdo1-depleted JHY4D growth rescue, OD600; measured here: growth rescue at 24 h;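 0 is the plate mean of compound wells and units are plate SD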
* hit, by the source's call; ? = inconclusive; · = not tested or not shown.

Order of values: sdo1 growth | Insulin prom inh | sdo1 growth Rescue 24 h
- COc1cccc(-c2nn(C)c3sc(C(=O)NCc4ccc(C)cc4)cc23)c1
  -0.87 | 22.2 | -0.47
- COc1ccc(-c2n[nH]c(=S)n2C2CCCCC2)cc1
  -0.42 | · | -0.58
- CCN(C(=O)CSc1nnc(C)n1-c1ccccc1)C1CCS(=O)(=O)C1 (stereo not given)
  · | 45.5 | ·
- O=C(NCc1ccncc1)C1=NN(c2ccccc2)C(=O)CC1
  · | -40.0 | ·
- C=CCn1c(SCC(=O)NC(=O)c2cccn2C)nc2ccccc2c1=O
  · | 64.3 | ·
- CCS(=O)(=O)Nc1cc(-c2nc3cccnc3s2)ccc1C
  -0.27 | · | -0.35
- N#CCC(=O)Nc1ncc(Cc2ccccc2Cl)s1
  · | 0.0 | ·
- COc1ccc2[nH]c(C)c(CCN(Cc3cccs3)C(=S)Nc3cccc(F)c3)c2c1
  -1.72 | · | -1.28
- O=C(NCCCNCc1ccccc1)c1ccccn1
  -0.16 | 11.1 | 0.49
- CC(=O)C1=C(O)C(=O)N(CCc2ccccc2)C1c1ccccc1[N+](=O)[O-] (stereo not given)
  0.03 | 16.2 | -0.64
- COC(=O)/C(=N/Nc1cccc(C)c1)N1CCCc2ccccc21
  -0.64 | · | -0.6
- CCN1C(=O)/C(=c2\s/c(=C3\Sc4ccccc4N3C)c(=O)n2C)N(C)C1=S
  · | 25.0 | ·
- COc1ccc(C(=O)NCc2ccccn2)cc1
  0.9 | 22.7 | 0.41
- CCCOc1ccccc1N1C(=O)CC(N(O)c2ccccc2)C1=O (stereo not given)
  · | -7.1 | ·
- O=C(NN1CCOCC1)c1cccc2ccccc12
  0.94 | · | 1.1
- CC(C)(C)OC(=O)N1CCC(C(N)=O)CC1
  0.19 | · | -0.21
- Cc1ccc(S(=O)(=O)NCC(=O)Nc2ccc(C(F)(F)F)cc2)cc1
  0.36 | -3.3 | -0.01
- O=C(CSc1oc(-c2ccco2)nc1S(=O)(=O)c1ccccc1)NCC1CCCO1 (stereo not given)
  0.51 | ? | 0.12
- O=C(NCCC1=CCCCC1)C1CCCN(S(=O)(=O)c2cccnc2)C1 (stereo not given)
  0.72 | · | 0.92
- CCOc1ccc(CN(CCO)CCO)cc1C(=O)OC
  -0.55 | · | -0.85
- O=C(CC1S/C(=N/N=C/C=C/c2ccccc2)NC1=O)Nc1ccc(C(=O)O)cc1 (stereo not given)
  · | 35.7 | ·
- COC(=O)c1c(NC(=O)c2ccoc2C)sc2c1CCC2
  0.36 | 44.4 | 0.43
- O=C1CCc2nc3sc4c(c3c(=O)n2N1)CCCC4
  · | -412.5 | ·
- O=C(/C=C/c1ccccc1)Nc1ccc(CN2CCOCC2)cc1
  0.81 | · | 0.16
- O=C(NCc1ccc2c(c1)OCO2)C1CCCN1C(=O)Nc1ccc(F)cc1 (stereo not given)
  0.58 | · | -0.47
- CCN(CC)C(=O)C1CCCN(Cc2ccc(N(C)C)cc2)C1 (stereo not given)
  1.73 | · | 1.68
- Cc1ccc(-c2nn(CC(=O)NC(C)c3ccccc3)c(=O)c3ccccc23)cc1 (stereo not given)
  -0.69 | 36.8 | -0.54
- COCCNC(=O)C1CC(c2ccc([N+](=O)[O-])cc2)=NO1 (stereo not given)
  0.54 | · | 0.02
- Cc1ccc(NC(=S)N(N)CCO)cc1
  · | 14.3 | ·
- Cc1cc(C)n(-c2ccc(C(=O)NCCCN3CCOCC3)cc2)n1
  · | 26.7 | ·

5 compounds picked at random from the list so far:
Order of values: sdo1 growth | Insulin prom inh | sdo1 growth Rescue 24 h
- COC(=O)c1c(NC(=O)c2ccoc2C)sc2c1CCC2
  0.36 | 44.4 | 0.43
- CC(C)(C)OC(=O)N1CCC(C(N)=O)CC1
  0.19 | · | -0.21
- Cc1ccc(-c2nn(CC(=O)NC(C)c3ccccc3)c(=O)c3ccccc23)cc1 (stereo not given)
  -0.69 | 36.8 | -0.54
- Cc1ccc(S(=O)(=O)NCC(=O)Nc2ccc(C(F)(F)F)cc2)cc1
  0.36 | -3.3 | -0.01
- O=C(CC1S/C(=N/N=C/C=C/c2ccccc2)NC1=O)Nc1ccc(C(=O)O)cc1 (stereo not given)
  · | 35.7 | ·

(continued)
Order of values: sdo1 growth | Insulin prom inh | sdo1 growth Rescue 24 h
- O=C(CCNS(=O)(=O)c1cccs1)NCc1cccs1
  1.13 | · | -0.18
- COc1ccc2c(c1)C1(Nc3ccccc3-c3nc4ccccc4n31)C(=O)N2 (stereo not given)
  -0.18 | 13.9 | -1.18
- Cc1ccc(-n2nnnc2SCC(=O)N2c3ccccc3NC(=O)C2(C)C)cc1
  0.03 | · | -0.16
- Cc1nc2sc3c(c2c(=N)n1N)CC(C)(C)OC3
  -0.12 | 20.0 | -0.72
- CCn1c(SC/C=C/c2ccccc2)nnc1-c1cnccn1
  -1.98 | -66.7 | -2.27
- COC(=O)C1=NN(c2ccccc2)C2C(=O)N(c3ccccc3OC)C(=O)C12 (stereo not given)
  0.8 | -13.3 | 1.11
- O=C(NNc1nc2cc3c(cc2s1)OCO3)c1cccc(F)c1
  0.8 | -75.0 | 0.64
- Cc1cc(NC(=O)C2CC2)n(-c2nc3ccccc3s2)n1
  · | 26.7 | ·
- CCCN1Cc2cccc(C(=O)N3CCN(c4cc(Cl)ccc4C)CC3)c2C1=O
  -1.77 | · | -1.87
- Cc1ccc(Cl)cc1NC(=O)c1cccc(OC(F)F)c1
  -0.37 | -38.0 | -1.12
- COCCn1nnnc1C(c1ccccc1OC)N1CCN(c2ccccc2)CC1 (stereo not given)
  0.06 | · | -0.55
- CCC(=O)Nc1sc2c(c1C(N)=O)CCN(C(C)=O)C2
  1.08 | -14.3 | 0.72
- Cc1noc(C)c1S(=O)(=O)NCC(=O)O
  0.16 | 58.3 | -0.46
- COc1ccc(C(=O)N2c3ccccc3C=CC2C#N)cc1 (stereo not given)
  -0.71 | · | -0.76
- CCCCCOC(=O)NC1CCS(=O)(=O)C1 (stereo not given)
  · | 26.7 | ·
- O=C(COc1ccc(Cl)cc1Cl)NCc1ccncc1
  0 | 43.8 | 0.28
- COc1ccc(-c2cc(C(F)F)n3ncc(C(=O)Nc4cc(C)on4)c3n2)cc1
  · | 28.6 | ·
- NC(=O)c1ccsc1NC(=O)Cc1ccc([N+](=O)[O-])cc1
  · | 7.1 | ·
- N#CCSc1nc2c(cc1C#N)CCCC2
  0.6 | 63.3 | 0.69
- Cc1nn(C)c(C(=O)Nc2ccc(Cn3cccn3)cc2)c1[N+](=O)[O-]
  1.25 | 8.7 | 0.6
- Cc1[nH][nH]c(=O)c1C(c1cc([N+](=O)[O-])ccc1O)c1c(C)[nH][nH]c1=O
  1.4 | -22.2 | 1.75
- O=C(NCCC1=CCCCC1)C(=O)NCC1OCCCN1S(=O)(=O)c1cc(F)ccc1F (stereo not given)
  · | -63.6 | ·
- O=C(Nc1ccc(Cl)cc1)C1CC2CCCC(C1)C2=O (stereo not given)
  0.97 | -17.4 | 1.05
- COC(=O)c1ccccc1NC(=S)N(Cc1ccc2c(c1)OCO2)Cc1cc2ccc(C)cc2[nH]c1=O
  0.17 | 0.0 | 0.13
- CCN(CCNc1ccc(Cl)cc1[N+](=O)[O-])C(=O)c1cc([N+](=O)[O-])c(N(C)C)cc1OC
  -0.75 | · | -0.75
- O=C1CC(c2ccccc2)Cc2nc(N3CCc4ccccc43)ncc21 (stereo not given)
  · | -7.7 | ·
- CN1CCCc2cc(C#N)c(=O)[nH]c21
  1.4 | 5.3 | 1.34
- O=C(Nc1cccc(F)c1)C1CCN(c2nnnn2-c2ccccc2)CC1
  0.86 | · | 1.21
- N/C(COc1cccc(C(F)(F)F)c1)=N\NC(=O)c1cccnc1Oc1ccccc1
  0.65 | -37.2 | -0.22
- Clc1cccc(/C=N/Nc2nnc(Cl)c3ccccc23)c1
  -0.74 | -9.3 | -0.11
- Cc1oc(-c2cccc(Cl)c2)nc1CN1CCC(C(=O)NCCCN2CCCC2=O)CC1
  -0.74 | · | -1.45
- CCOC(=O)COc1ccc2c(c1)C(=O)CC1(CCN(C(C)=O)CC1)O2
  1.38 | · | 0.43
- COc1ccc(/C=N/n2c(C)nnc2C)c(OC)c1
  0.66 | · | 0.08
- CCOC(=O)N1CCC(NC(=O)C2CCN(C(=O)c3cc4oc(C)cc4n3Cc3c(F)cccc3Cl)CC2)CC1
  · | 5.3 | ·
- CC(=O)N1CCc2cc(S(=O)(=O)NCCC(=O)N3CCN(c4ccccn4)CC3)ccc21
  0.37 | · | -0.13
- COc1ccc(NS(=O)(=O)c2ccc(S(=O)(=O)N3CCCC3)cc2)cc1Cl
  1.64 | · | 0.14
- CN(C)/C=C/c1onc(-c2c(Cl)cccc2Cl)c1C#N
  · | -163.6 | ·
- COC(=O)c1ccc(C(C(=O)NC2CCCCC2)N(CCc2ccccc2)C(=O)Cc2cccs2)cc1 (stereo not given)
  1.19 | 0.0 | 1.33
- C=CCn1c(SCC(=O)Nc2cccc(C)c2)nnc1-c1cnccn1
  -0.03 | · | -0.5
- CS(=O)(=O)NCCCCCCNS(C)(=O)=O
  · | 28.6 | ·
- COCCN(C(=S)Nc1ccc(OC)cc1)C1CCN(C(C)=O)CC1
  0.89 | -55.6 | 0.55
- O=C(c1ccccc1)c1ccccc1C(=O)N1CCCC1
  0.55 | ? | 0.38
- O=C(COC(=O)CNC(=O)c1ccccc1)Nc1nc(-c2ccccc2)cs1
  -0.03 | · | -0.25
- COc1cc(NC(=O)c2ccco2)c(OC)cc1NC(=O)Nc1ccc(Cl)cc1
  -1.14 | · | -0.75
- COc1cc(NC(=O)c2ccc3c(c2)OCO3)ccc1NC(=O)c1ccco1
  0.83 | 62.5 | 0.64
- Cc1ccc(C(=O)NCCCC(=O)O)o1
  0.28 | · | -0.17
- Cc1onc(-c2ccccc2Cl)c1C(=O)NCCN1Cc2ccccc2C1=O
  0.79 | · | 0.16
- CCC(C)(C)C1CCC2(CC1)NC(=O)N(CC(=O)Nc1nc(-c3ccc(C)cc3)cs1)C2=O (stereo not given)
  -0.55 | · | -0.67
- C=CCn1c(-c2ccc(Cl)cc2)cnc1SC(C)C(=O)NC(N)=O (stereo not given)
  · | -357.1 | ·
- Cc1cnc(C(=O)Nc2cccc(S(=O)(=O)N(C)C)c2)cn1
  0.74 | · | 0.26
- O=C(Cc1ccccc1)N1CCN(C(=O)c2ccco2)CC1
  1.24 | -309.3 | 1.76
- COc1ccc(NC(=O)CSc2nc(NS(=O)(=O)c3ccc(C)cc3)cc(=O)[nH]2)cc1
  -0.32 | -16.7 | -0.78
- O=C(Nc1cccc(F)c1)c1cccnc1N1CCOCC1
  -0.22 | · | -0.93
- CN(CC(=O)N1CCc2[nH]c3ccc(F)cc3c2C1)CC1OCCO1
  -0.99 | 42.1 | -1.61
- Cc1ccc(C2(C(F)(F)F)NC(=O)N3CCN=C3S2)cc1 (stereo not given)
  -0.56 | 61.5 | 0.17
- Cc1onc(-c2c(Cl)cccc2Cl)c1C(=O)N1CCCc2ccccc21
  -1.91 | 3.2 | -1.22
- CCOC(=O)c1ccc(NC(=O)CSc2nnc(CNc3ccc(OC)cc3)n2C)cc1
  0.98 | · | 0.59
- CCc1cc(C(=O)NCCN(C)C)cs1
  0.4 | 58.6 | 0.27
- CCCS(=O)(=O)N1CCCC(C(=O)NCC2CCCO2)C1 (stereo not given)
  0.48 | · | 0.05
- COc1ccc(S(=O)(=O)N2CCC(C(=O)OCC(=O)c3ccccc3)CC2)cc1[N+](=O)[O-]
  -0.62 | -25.0 | 0.33

(further entries)
Order of values: sdo1 growth | Insulin prom inh | sdo1 growth Rescue 24 h
- COC(=O)c1c(C(=O)OC)c(-c2ccc(Cl)c(Cl)c2)n2c1CCC2
  -0.59 | 13.0 | -0.26
- CCOC(=O)CNc1nnc(SCC(=O)OCC)[nH]c1=O
  -0.1 | -9.4 | -0.77
- CC(C(=O)NCC1CCCCC1)N1CCN(S(=O)(=O)c2ccccc2F)CC1 (stereo not given)
  · | 17.6 | ·
- CCOc1cc(NC(=S)Nc2ccccc2)c(OCC)cc1NC(=O)c1ccccc1
  -1.04 | -66.7 | -0.59
- Cn1cc(S(=O)(=O)Nc2ccc(Br)cc2F)c(=O)n(C)c1=O
  0.37 | · | 0.39
- Cc1ccccc1N1CC(c2nc3ccccc3[nH]2)CC1=O (stereo not given)
  0.11 | 26.3 | 0.18
- Cc1ccc(NC(=O)NCCN2C(=O)C3C4C=CC(C4)C3C2=O)cc1 (stereo not given)
  1.2 | · | 0.96
- NC1=NC2(CCCC2)n2c(nc3ccccc32)N1
  · | 30.0 | ·
- CCN(Cc1ccccc1)C(c1cc2cc(C)ccc2[nH]c1=O)c1nnnn1CCOC (stereo not given)
  -1.07 | -31.2 | -1.44
- CC(C)CN(CCNC(=O)CC1Oc2ccccc2NC1=O)CC(C)C (stereo not given)
  0.43 | · | -0.01
- COc1ccc2[nH]c3c(=O)n(CCCCCC(=O)NCCC(C)C)c(=S)[nH]c3c2c1
  · | -85.7 | ·
- Cc1[nH]n(-c2ccccc2)c(=O)c1C(c1ccc(O)c([N+](=O)[O-])c1)c1c(C)[nH]n(-c2ccccc2)c1=O
  · | 77.3* | ·
- O=C(NCC1CCCO1)C(=O)NCC(c1ccco1)N1CCN(c2ccccc2)CC1 (stereo not given)
  0.22 | 3.5 | -0.64
- Cc1ccccc1CN1CCN(CC(=O)NCc2ccccc2)C1=O
  -0.46 | -270.0 | -0.73

These rows are one share of the data. The share of hits here may be higher or lower than overall.
